SRC2 TRFRET art: TR-FRET artefact, counter-screen to PPARgamma/SRC-2 agonist assay. hits give high values. TR-FRET ratio at 8 µM. hit rate 0.4% among 200,000. AID 1049; in the data active = TR-FRET ratio above about 2000; also: inactives centre near 1500
STAT1 blocker: inhibitors of IFN-gamma induced STAT1 signaling. NIH 3T3 STAT1-luciferase reporter, luminescence. inhibition, % at 5.5 µM. hit rate 0.35% among 200,000;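 active = inhibition above a set limit, the mean inhibition across all tested compounds plus 3 SD, cut at about 34% in these data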;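 also: 0% = IFN-gamma with DMSO and 100% = IFN-gamma with 300 µM nifuroxazide; values of inactives mirror those of a sister screen read the other way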
STAT3 activator: increases IL-6 driven STAT3 reporter signal | U3A cells, IL-6 STAT3-luciferase reporter, luminescence; 100% = signal with IL-6 EC80 alone | activation (% of control), % at 5.6 µM | hit rate 0.91% among 190,000;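 active = activation above the screen-wide mean of compound activation plus 3 SD, cut at about 130% in these data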;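 also: 0% = background luminescence of wells with medium and substrate only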
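Assay system – human STAT1-deficient U3A cells with stable STAT3-luciferase reporter · Also added – IL-6 (33 ng/mL) · Schedule – compound 1 h, then IL-6 6 h at 37 °C · Technique – reporter luminescence signal · Evaluation – % activation versus median of IL-6-stimulated wells · Benchmarks – IL-6-only wells as 100% reference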
bIAP inh: blocks bovine intestinal alkaline phosphatase activity. 190,000 tested, under 10 active. inhibition, % at 20 µM. purified bovine IAP, CDP-star luminescence, 30 min;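 active = over 50% inhibition of intestinal alkaline phosphatase at 20 µM in the single-dose screen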
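System: purified bovine intestinal alkaline phosphatase (IAP) enzyme; Input: IAP diluted 1/65,000,000 in the well; Measured by: CDP-star luminescence signal; Compound dosing: 20 µM single dose; Incubation: 30 min reaction at room temperature.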
bIAP act: increases bovine intestinal alkaline phosphatase activity; activation factor at 20 µM; hit rate 0.17% among 200,000; purified bovine IAP, CDP-star luminescence, 30 min; hits give high values; fold of DMSO-control signal, blank-subtracted;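 active = activation factor of 2 or more at 20 µM, a signal rise over negative controls twice the positive control's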
TNAP act hi DEA: activators of human TNAP at high phosphate acceptor concentration; 200,000 tested, under 10 active; P05186; purified TNAP, CDP-star luminescence, 1 M DEA, 30 min; hits give high values; 0 = EDTA background, 1 = DMSO-only activity; AID 1136; activation factor at 20 µM;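 active = activation factor at least 2 at 20 µM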
Target sequence (P05186 whole entry, looked up): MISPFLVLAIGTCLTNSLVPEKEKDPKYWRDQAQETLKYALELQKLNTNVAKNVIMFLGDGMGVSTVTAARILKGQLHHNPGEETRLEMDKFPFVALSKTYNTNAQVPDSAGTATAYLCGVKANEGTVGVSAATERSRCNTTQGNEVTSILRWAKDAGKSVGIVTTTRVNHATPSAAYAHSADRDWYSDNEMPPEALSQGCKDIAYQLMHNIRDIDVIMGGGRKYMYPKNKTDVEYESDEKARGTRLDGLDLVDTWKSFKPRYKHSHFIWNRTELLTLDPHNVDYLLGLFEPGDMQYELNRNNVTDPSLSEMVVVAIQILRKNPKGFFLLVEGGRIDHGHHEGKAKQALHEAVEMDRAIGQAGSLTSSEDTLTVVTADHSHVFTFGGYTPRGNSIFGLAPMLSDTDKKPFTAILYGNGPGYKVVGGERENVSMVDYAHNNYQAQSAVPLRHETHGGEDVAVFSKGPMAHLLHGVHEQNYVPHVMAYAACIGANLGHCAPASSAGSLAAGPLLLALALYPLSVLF
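Measured by: Luminescent substrate turnover signal | Test system: Human TNAP | Input: TNAP 1/800 final | Dosing: 20 µM single point | Schedule: 30 min, room temperature | Controls: EDTA wells as negative control, DMSO wells as positive control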
STAT3 inh: STAT3 signaling inhibition. hit rate 0.89% among 190,000. AID 862. U3A cells, IL-6 STAT3-luciferase reporter, luminescence; host cell line lacks STAT1. inhibition, % at 5.5 µM;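 active = inhibition above the mean inhibition across all screened compounds plus 3 SD, cut at about 44% in these data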;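 also: 0% = DMSO only wells and 100% = 100 µM nifuroxazide control wells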
PPARg SRC1 recr: agonists of human PPARgamma SRC-1 coactivator recruitment; P37231; PPARgamma-SRC-1 coactivator recruitment biochemical assay; activation, % at 8 µM; hit rate 0.41% among 200,000; in the data active = activation above about 19%;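 also: 0% = DMSO and 100% = reference agonist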
PPARg SRC3 recr: PPARgamma-driven SRC-3 recruitment agonism. biochemical PPARgamma/SRC-3 coactivator recruitment assay. activation, % at 8 µM. hit rate 0.26% among 200,000. AID 731; in the data active = activation above about 23%;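 also: 0% = DMSO and 100% = reference agonist; some compounds past the cut are filed as inactive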
PPARg SRC2 recr: PPARgamma-driven SRC-2 recruitment agonism; PPARgamma LBD-SRC-2 recruitment, biochemical; activation, % at 8 µM; hit rate 0.34% among 200,000; AID 1032; P37231; in the data active = activation above about 22%;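 also: 0% = vehicle and 100% = reference agonist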
ROMK mod: modulates human ROMK potassium channel activity; B-score at 10 µM; hit rate 2% among 130,000; AID 1918; Tet-inducible ROMK, thallium flux fluorescence; actives lie on both sides; P48048;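 active = signal ratio slope over the read window, or its plate-corrected B-score, at least 3 SD from the plate mean, either direction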;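 also: B-score of the F/F0 ratio slope over 7 to 12 s after thallium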
Target sequence (P48048 whole entry, looked up): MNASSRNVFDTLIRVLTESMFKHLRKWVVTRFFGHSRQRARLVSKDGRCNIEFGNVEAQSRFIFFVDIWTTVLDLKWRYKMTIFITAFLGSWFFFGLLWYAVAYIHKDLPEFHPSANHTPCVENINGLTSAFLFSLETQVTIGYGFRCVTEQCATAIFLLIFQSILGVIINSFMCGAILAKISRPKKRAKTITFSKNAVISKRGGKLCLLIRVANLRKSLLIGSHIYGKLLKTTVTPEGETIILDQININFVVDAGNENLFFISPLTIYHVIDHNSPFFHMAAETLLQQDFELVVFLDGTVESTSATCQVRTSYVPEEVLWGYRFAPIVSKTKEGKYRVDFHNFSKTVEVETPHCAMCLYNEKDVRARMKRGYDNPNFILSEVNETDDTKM
* marks the source's active call; other numbers are inactive results; · = not tested or not shown. No enrichment for hits, and some 3.7% of all compounds hit somewhere here.

Sample of the layout:
SMILES	SRC2 TRFRET art	STAT1 blocker	STAT3 activator	bIAP inh	bIAP act	TNAP act hi DEA	STAT3 inh	PPARg SRC1 recr	PPARg SRC3 recr	PPARg SRC2 recr	ROMK mod
CCn1c(SCc2nc(-c3ccc(Cl)cc3)no2)nnc1-c1ccco1	1631	9	94	-2	1	1	10	-3	-5	6	·
CCCS(=O)(=O)N1CCN(Cc2ccccc2[N+](=O)[O-])CC1	1742	7	91	-31	1.3	1	14	-2	8	4	0.49
O=C(CSc1nnc(COc2cccc3ccccc23)o1)N1c2ccccc2CCc2ccccc21	1607	5	99	7	0.9	1	1	-1	6	7	-0.15
COC(=O)Nc1nnc(CCc2ccccc2)s1	1563	-2	99	4	1	1	6	3	9	2	·

All compounds of this part, from the start:
SMILES	SRC2 TRFRET art	STAT1 blocker	STAT3 activator	bIAP inh	bIAP act	TNAP act hi DEA	STAT3 inh	PPARg SRC1 recr	PPARg SRC3 recr	PPARg SRC2 recr	ROMK mod
CCn1c(SCc2nc(-c3ccc(Cl)cc3)no2)nnc1-c1ccco1	1631	9	94	-2	1	1	10	-3	-5	6	·
CCCS(=O)(=O)N1CCN(Cc2ccccc2[N+](=O)[O-])CC1	1742	7	91	-31	1.3	1	14	-2	8	4	0.49
O=C(CSc1nnc(COc2cccc3ccccc23)o1)N1c2ccccc2CCc2ccccc21	1607	5	99	7	0.9	1	1	-1	6	7	-0.15
COC(=O)Nc1nnc(CCc2ccccc2)s1	1563	-2	99	4	1	1	6	3	9	2	·
Cc1ccc(C)c(N2CCN(C(=O)CN(C)S(=O)(=O)c3cnc[nH]3)CC2)c1	1326	-4	100	-13	1.1	1	0	-3	9	10	·
CCn1c(NC(=O)c2ccc(C)cc2)c2ccccc2nc1=O	1360	-3	110	-1	1	1	-6	-9	-2	1	·
Cc1ccc(C2CC(=O)N(c3ccc(F)cc3)C3=C2C(=O)CCC3)cc1 (stereo unspecified)	1445	-5	107	0	1	1	-4	-1	-4	0	·
CCOC(=O)c1ccccc1Cc1nc2ccccc2c(=O)[nH]1	1703	0	103	8	0.9	1	-4	-1	5	0	·
CCCCCCn1c(N2CCC(C(N)=O)CC2)nc2c1c(=O)n(C)c(=O)n2C	1466	3	94	10	0.9	1	11	-3	4	3	0.021
Cc1cc(C)c(C(N)=O)c(NCCc2ccccc2)n1	1348	1	89	16	0.8	1	16	-2	-7	-1	·
CC(C)(CNS(C)(=O)=O)SCc1ccc(Cl)cc1	1485	-5	101	3	1	1.1	7	-3	-2	0	-0.49
COC(=O)c1ccc(NC(=O)CSCc2ccccc2)cc1	1635	-12	105	35	0.7	1	0	-4	6	-1	-1.1
CCOc1cc(C2C(C(=O)OCC(C)C)=C(C)N=C3SCCC(=O)N32)ccc1OC(C)=O (stereo unspecified)	1398	-7	108	4	1	1	-7	-3	2	-2	·
Cc1ccc(N(CC(=O)NC2CCCC2)C(=O)CCCC(=O)Nc2ccccn2)cc1C	1361	4	94	-5	1.1	1	10	-8	-7	-3	1
CCn1c(O)c(N=NC(=S)NCC2CCCO2)c2ccccc21 (stereo unspecified)	1554	11	92	26	0.7	1	10	4	0	-1	0.69
N#Cc1c(-c2ccccc2)cc(C2CC2)nc1SCC(=O)O	1607	-2	98	1	1	0.9	-3	8	-3	3	·
COc1cc2nc(SCC(=O)c3ccc(Br)cc3)n3nc(C)nc3c2cc1OC	1710	16	101	-3	1	1	-3	-9	-3	11	-0.025
Cc1c(Cl)c(-c2n[nH]c(=S)n2-c2ccc(F)cc2)nn1C	2050*	-4	106	14	0.9	1.1	3	33*	48*	31*	·
CCOC(=O)c1[nH]c2ccccc2c1NC(=O)CCN1CCN(C(=O)OCC)CC1	1556	3	101	6	0.9	1.1	7	-1	-8	3	0.063
CCN(CC)C1=N/C(=C\c2ccco2)C(=O)N1c1ccccc1	1551	5	105	32	0.7	0.9	-8	-7	2	4	0.094
CCOc1ccc(CCNC(=O)c2nnc(Cc3ccc(F)cc3)o2)cc1OCC	1288	-1	102	3	1	1	-2	-4	-1	-2	0.4
c1ccc2c(Nc3ccc4c(c3)OCCO4)c3c(nc2c1)CCC3	1609	17	94	16	0.8	1	14	4	-4	-3	0.99
Cc1ccccc1N1OC2C(=O)N(c3ccc(F)cc3)C(=O)C2C1c1ccccn1 (stereo unspecified)	1444	0	99	8	0.9	1	4	-1	-5	-4	0.028
O=C(COc1ccccc1Cl)NC(=S)N1CCc2ccccc21	1319	-3	105	-1	1	1	-2	6	3	7	-0.5
CC1CC2=C(CC1/C=N/NC(N)=S)C(C)(C)CCC2 (stereo unspecified)	1273	-28	88	31	0.7	0.8	19	0	-12	3	-0.77

(continued)
SMILES	SRC2 TRFRET art	STAT1 blocker	STAT3 activator	bIAP inh	bIAP act	TNAP act hi DEA	STAT3 inh	PPARg SRC1 recr	PPARg SRC3 recr	PPARg SRC2 recr	ROMK mod
O=C(c1ccc(Cl)cc1)[C@@H]1[C@@H]2C(=O)N(c3ccc(Cl)cc3)C(=O)[C@@H]2C2c3ccccc3C=NN21 (stereo partly specified)	1339	-5	108	1	1	1	-8	-7	-3	3	-0.91
CC(=O)Oc1ccc(C(=O)Nc2cccc(C(=O)NC(C)(C)C)c2)cc1	1694	-7	79	3	1	1	28	0	3	0	2.7
O=C(Nc1ccc(Cl)c(Cl)c1)N1CCSCC1	1560	-7	92	-7	1.1	1	11	-4	-20	1	-0.76
CCc1nnc(SCC(=O)NC2CCCCC2)nc1CC	1480	7	100	13	0.9	1	5	-1	1	8	·
O=C(N/N=C/c1ccc2ncccc2c1)c1ccco1	1653	28	47	-5	1	1.1	67*	3	1	-2	0.25
Cc1ccc(C(c2sc3nc(C)nn3c2O)N2CCN(c3ccccc3)CC2)cc1 (stereo unspecified)	1498	-3	100	-8	1.1	1	0	2	0	2	-0.37
C/C(CC(=O)Nc1cccc(Cl)c1C)=N\NC(=O)Cc1csc(N)n1	1414	0	104	-16	1.2	1	-2	-2	0	-6	0.34
CC(NC(=O)Cc1ccccc1)c1ccc(F)cc1 (stereo unspecified)	1383	-2	93	21	0.8	1	4	-6	1	3	·
CCOC(=O)C1CCN(CC(O)COCc2cccs2)CC1 (stereo unspecified)	1748	5	98	-4	1	1	7	10	2	6	-0.082
CCc1cccc(CC)c1NC(=O)COC(=O)c1cccc(S(=O)(=O)N2CCc3ccccc3C2)c1	1648	1	95	-7	1.1	1	6	3	-2	5	-0.018
CC(=O)Nc1ccc2c(c1)c1ccccc1n2C(C)=O	1313	-3	106	7	0.9	1	-4	-2	4	-9	·
O=C(NCc1ccccn1)Nc1ccc2c(c1)OCO2	1528	-9	100	3	1	1	3	-3	12	3	1.2
COc1ccc(/C=N/NC(=O)Cn2cnc3ccccc3c2=O)cc1	1664	-2	103	13	0.9	0.9	-5	14	8	1	·
Cc1cc2ccccn2c1C(=O)c1ccncc1	1440	2	95	33	0.7	1	10	-7	0	-7	·
O=C1OC(Nc2cc(Br)cc3cccnc23)c2ccccc21 (stereo unspecified)	1556	5	133*	5	1	1	-39	14	3	8	·
Cc1ccc(Nc2nc(CSc3nnc(-c4ccncc4)n3C)cs2)cc1	1510	6	70	39	0.6	1	38	-5	-4	-2	-1.3
COc1ccc(NC(=O)c2cc(S(=O)(=O)N3CCS(=O)(=O)CC3)ccc2Cl)cc1	1462	4	106	-2	1	1	-6	-4	1	0	·
COC(=O)c1ccc2nc(NC(=O)C(C)(C)C)sc2c1	1681	74*	16	7	0.9	1	100*	1	5	2	-2
COC(=O)CN(c1nc(C)c(Br)c(OC)n1)S(=O)(=O)c1ccc(C)cc1	1487	2	108	5	0.9	1	-6	-1	-11	12	-0.72
CN(C(=O)c1cccc(COc2ccc(Cl)cc2Cl)c1)c1ccccc1	1604	-20	110	-4	1	1	-8	7	-2	-9	0.052
CCC(=O)c1ccc(/C=C/c2nc3ccccc3n2C)o1	1771	-15	70	5	1	1	40	13	4	15	0.0048
Cn1c(=O)c2c(nc(CN3CCN(C(=O)c4ccco4)CC3)n2CCc2ccccc2)n(C)c1=O	1492	2	99	-2	1	1.1	4	-2	-1	1	·
COC(=O)c1ccccc1NC(=O)c1sc(=S)n(C)c1N	1702	-2	85	11	0.9	1.1	23	9	6	4	0.15
O=C(O)c1cc(-c2ccccc2)n(-c2ccc(Cl)cc2)n1	1435	2	107	1	1	1	-9	2	-1	4	0.42
Cc1ccc(C(=O)OCc2nc(N)nc(Nc3ccccc3C)n2)cc1	1604	4	108	3	1	1	-10	-8	2	9	·

Additional entries.
SMILES	SRC2 TRFRET art	STAT1 blocker	STAT3 activator	bIAP inh	bIAP act	TNAP act hi DEA	STAT3 inh	PPARg SRC1 recr	PPARg SRC3 recr	PPARg SRC2 recr	ROMK mod
O=C(CSc1nnc(Cn2c(=O)sc3ccccc32)n1-c1ccccc1)N1CCCC1	1543	-1	95	12	0.9	1.1	6	4	3	0	·
CCOC(=O)c1c(-c2ccccc2)csc1NC(=S)NC	1678	4	99	3	1	1	3	7	8	4	1.8
COC(=O)C(C)N1C(=O)S/C(=C\c2cc(C)n(-c3ccccn3)c2C)C1=O (stereo unspecified)	1677	-27	101	1	1	1	4	10	3	13	1.7
Cc1ccc(CNC(=O)CCc2nc(-c3cccs3)no2)cc1	1482	4	102	-1	1	1.1	3	1	-4	-5	·
COc1ccc(-n2c(SCC(=O)N3CCCC(C)C3)nnc2-c2cccnc2)cc1 (stereo unspecified)	1680	3	104	0	1	1.1	-2	5	1	-2	1
O=C(CSc1ccc(-c2ccc(Cl)cc2)nn1)Nc1ccc2c(c1)OCCO2	1575	-4	104	20	0.8	1	-1	2	-2	-1	·
CCn1c(C)c(C(C)=O)c(N2CCCC2)nc1=S	1596	-7	98	8	0.9	1.1	4	3	-8	1	0.4
Cc1[nH]n(-c2ccccc2)c(=O)c1/C=N/NC(=O)c1ccoc1C	1509	-62	104	-1	1	1	-4	-6	4	5	·
Nc1c(C(=O)Nc2ccc3c(c2)OCCO3)nnn1CCc1ccccc1	1489	-14	114	24	0.8	1.1	-8	2	-6	8	·
COc1ccc(C(=O)c2ccc(Br)cc2)cc1	1513	-24	102	-7	1.1	1	4	1	0	-6	0.98
Cc1nc2cc(NC(=O)Nc3ccc(Br)cc3)ccc2o1	1362	-71	98	-13	1.1	1	8	-2	-3	-6	-0.6
O=c1[nH]c(NCc2ccco2)nnc1Cc1ccccc1Cl	1403	8	102	1	1	1	-2	-3	-4	4	0.59
CC1=C(C(=O)OCC(C)C)C(c2ccccc2Cl)NC(=O)N1C (stereo unspecified)	1506	2	100	-1	1	1	9	5	12	1	·
CCC(C)NCCOc1ccc(C(C)(C)c2ccccc2)cc1 (stereo unspecified)	1601	0	103	-3	1	1.1	4	9	7	-4	-0.5
Cc1c(NC(=O)c2ccc(N3C(=O)C4C5C=CC(C5)C4C3=O)cc2)c(=O)n(-c2ccccc2)n1C (stereo unspecified)	1592	-11	98	2	1	1	12	4	4	9	·
CCOC(=O)C1(CC2CCCCO2)CCN(S(=O)(=O)c2ccccc2)CC1 (stereo unspecified)	1525	-1	108	8	0.9	1.1	-2	4	2	4	-1.4
